# Arrestin-AP2 inh: human beta-arrestin and AP2 interaction inhibition | FITC-arrestin peptide / GST-AP2 beads, flow cytometry; AP2 beta2 appendage carries R879A mutation | AID 504490 | hit rate 0.31% among 340,000 | inhibition, % at 10 µM;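 active = inhibition above a set limit, near 3 SD of compounds lacking own fluorescence, cut at about 54% in these data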;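 also: plate controls were DMSO wells for no effect and 5 µM unlabelled arrestin peptide for full effect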
#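 Material – AP2 appendage R879A on GSH beads · Buffer or medium – PBS with 0.05% Tween 20 and 0.1% BSA · Probe or stimulus – fluorescein-tagged arrestin peptide at 50 nM final · Incubation – compound with beads 12 min RT, then probe 1 h RT · Detection – high-throughput flow cytometry of beads, ex 488, em 535 nm · Evaluation – percent response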
# DAGLB inh: diacylglycerol lipase beta (human) inhibition; HEK293T DAGLB membrane lysate, EnzChek fluorogenic substrate; inhibition, % at 5.17 µM; hit rate 0.059% among 340,000; in the data active = inhibition above about 34%;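 also: 0% = enzyme with vehicle and 100% = wells lacking enzyme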
# RTF Ca sens inh: cardiac RTF calcium desensitization | P19429+P45379 | IANBD-labeled cardiac RTF, Ca2+ fluorescence | inhibition, % at 7.15 µM | hit rate 0.12% among 340,000;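 active = inhibition above the mean inhibition of all tested compounds plus 3 SD, cut at about 17% in these data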;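 also: assay run at fixed EC70 calcium of 1.6 mM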
# C-LANA FP: blocks KSHV LANA C-terminal domain binding to DNA; MBP-C-LANA/FAM-LBS DNA binding, fluorescence polarization; inhibition, % at 9 µM; hit rate 0.078% among 340,000; AID 504423;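 active = highest replicate inhibition at or above 60% at 9 µM, even if other replicates fall short; inactive = all replicates below 60% inhibition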;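 also: 0% = neutral control wells and 100% = 4 µM acridine orange control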
# Keap1-Nrf2 PPI: disrupts human Keap1 binding to Nrf2 peptide. Q14145. Keap1 Kelch-Nrf2 peptide fluorescence polarization, 1536-well. inhibition, % at 9.4 µM. hit rate 0.15% among 340,000. AID 504523; in the data active = inhibition above about 12%;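 also: human Keap1 Kelch domain with fluorescein labeled Nrf2 9mer peptide probe; 0% = neutral control wells and 100% = peptide positive control; higher means more block of Keap1 binding to Nrf2 peptide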
# NSD2 inh: NSD2 (human) methyltransferase inhibition | O96028 | inhibition, % at 12.5 µM | hit rate 0.54% among 310,000 | NSD2 peptide methylation, AlphaScreen, 120 min; in the data active = inhibition above about 50%
# PKA-R2B act: activators of human PKA-R2B complex. PKA-R2B holoenzyme dissociation, Cy5-IP20 fluorescence polarization; R2B truncated from residue 108, S112A mutant; 0% DMSO only, 100% 113 µM cGMP. activation, % at 11.4 µM. hit rate 0.079% among 340,000;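 active = activation above a cutoff set at the mean over all compounds plus 3 SD, cut at about 18% in these data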;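 also: higher means more holoenzyme dissociation and a rise in polarization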
# Target sequence (P31323 whole entry, looked up, other chains not shown, the tested form may be a part): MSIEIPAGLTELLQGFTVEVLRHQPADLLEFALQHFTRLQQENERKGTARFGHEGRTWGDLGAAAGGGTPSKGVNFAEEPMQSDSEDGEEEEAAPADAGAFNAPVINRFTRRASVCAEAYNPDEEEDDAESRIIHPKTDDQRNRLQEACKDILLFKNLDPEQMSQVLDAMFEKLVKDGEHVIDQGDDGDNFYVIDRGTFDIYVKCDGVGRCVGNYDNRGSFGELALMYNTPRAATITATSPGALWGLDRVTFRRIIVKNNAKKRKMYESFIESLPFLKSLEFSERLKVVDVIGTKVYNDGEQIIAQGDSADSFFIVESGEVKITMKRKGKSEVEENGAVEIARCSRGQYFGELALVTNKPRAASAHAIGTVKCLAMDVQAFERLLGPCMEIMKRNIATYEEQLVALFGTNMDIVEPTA
# SR-BI DiI-HDL act: enhances SR-BI lipid uptake from DiI-HDL; CHO ldlA[mSR-BI] cells, DiI-HDL uptake fluorescence, 3 h; 100 = double the neutral-control signal; activation, % at 12.5 µM; hit rate 0.096% among 320,000; AID 504775;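 active = mean replicate activation of at least 60% and every replicate at or above 60%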;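 also: 0% = median plate neutral-control signal and 100% = twice that signal; values of inactives mirror those of a sister screen read the other way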
#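 Assay system: LDL receptor-deficient CHO ldlA cells overexpressing murine SR-BI / Medium: BSA-supplemented, HEPES-buffered Ham's F12, pH 7.4 / Probe or stimulus: DiI-labelled HDL at 10 µg/mL final / Timing: compound with DiI-HDL co-incubation, 3 h at 37 °C / Technique: bottom-read cell fluorescence after medium removal, ex 550/em 595 nm / Measure: HDL uptake via cellular fluorescence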
# SR-BI DiI inh: inhibitors of mouse SR-BI mediated HDL lipid uptake | Q61009 | ldlA[mSR-BI] CHO cells, DiI-HDL uptake fluorescence, 3 h | hit rate 0.96% among 320,000 | inhibition, % at 12.5 µM;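 active = mean replicate inhibition of at least 70% and a set share of replicates each scoring 70 or more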;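 also: 0% = median of neutral control wells and 100% = median of positive control wells; values of inactives mirror those of a sister screen read the other way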
# Target sequence (Q61009 whole entry, looked up): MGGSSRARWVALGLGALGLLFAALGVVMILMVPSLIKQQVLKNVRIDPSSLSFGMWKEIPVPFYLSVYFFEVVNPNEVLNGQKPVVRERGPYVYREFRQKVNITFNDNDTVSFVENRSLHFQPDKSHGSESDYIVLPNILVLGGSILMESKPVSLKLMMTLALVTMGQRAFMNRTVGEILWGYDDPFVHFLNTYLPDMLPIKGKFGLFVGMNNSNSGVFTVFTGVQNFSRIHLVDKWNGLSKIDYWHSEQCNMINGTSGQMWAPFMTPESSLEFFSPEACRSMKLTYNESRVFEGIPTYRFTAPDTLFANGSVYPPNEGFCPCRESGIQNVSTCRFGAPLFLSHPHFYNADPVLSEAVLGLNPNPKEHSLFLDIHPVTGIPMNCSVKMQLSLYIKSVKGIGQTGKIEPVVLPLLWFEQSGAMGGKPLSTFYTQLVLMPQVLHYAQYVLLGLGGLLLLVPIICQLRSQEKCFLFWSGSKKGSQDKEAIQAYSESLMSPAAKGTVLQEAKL
# PvdQ acylase: P. aeruginosa PvdQ acylase inhibition; inhibition, % at 10 µM; hit rate 0.063% among 340,000; purified PvdQ acylase, fluorescence plate reader; AID 488965; in the data active = inhibition above about 30%, passing the limit was not always enough;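 also: 0% = vehicle neutral wells and 100% = reference inhibitor wells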
# The depositor's hits bear a star; . = not tested or not shown; & = joins results of further samples. Not all compounds are listed; rates above refer to the full screens.
# Every second line gives: Arrestin-AP2 inh	DAGLB inh	RTF Ca sens inh	C-LANA FP	Keap1-Nrf2 PPI	NSD2 inh	PKA-R2B act	SR-BI DiI-HDL act	SR-BI DiI inh	PvdQ acylase
(1) Cc1nc2ccccc2c(=O)n1/N=C/c1cc(Br)cc(Br)c1O
 : -5	4	-16	-1.5	-7	0	-5	-85	85*	-4
(2) O=C(Nc1ccc(Cl)cc1C(=O)c1ccccc1)c1ccco1
 : 4	-6	-5	0.1	-6	-2	4	-15	15	8
(3) O=C(COC(=O)Cc1ccccc1)Nc1cccnc1Cl
 : -6	-2	0	-0.5	-2	2	-6	17	-17	-4
(4) CN1CCC(OC(=O)Cc2ccccc2)CC1
 : 1	0	-11	1.0	-1	3	-2	27	-27	-13
(5) CCCCP(=O)(O)c1ccccc1
 : 34	1	3	2.3	-1	0	-10	16	-16	7
(6) CCC1(c2ccc(-c3ccccc3)cc2)C(=O)NC(=O)NC1=O
 : 24	1	-10	1.1	-5	11	2	10	-10	-19
(7) FC(F)(F)C1=NC(C(F)(F)F)=NP(N2CCOCC2)(N2CCOCC2)=N1
 : -1	2	-2	-0.4	-3	-3	-8	-29	29	-2
(8) CN1CCc2cc3c(cc2[C@H]1[C@@H]1OC(=O)c2c1ccc1c2OCO1)OCO3
 : 4	0	-6	-0.5	2	.	-2	-4	4	-6
(9) Cc1c(C(=O)N2CCC3(CC2)OCCO3)oc2ccc(S(=O)(=O)N3CCCCC3)cc12
 : 3	1	-3	0.0	-4	-3	-2	22	-22	0
(10) COC(=O)C1=C(c2ccc(C(C)=O)cc2)C[C@@H]2CC[C@H]1N2C(=O)NC1CCCCC1
 : 22	-3	-2	0.4	-1	.	1	1	-1	-3
(11) CCCCn1c(C)c(C(=O)O)c2cc(OC)c3ccccc3c21
 : -3	-3	-5	-0.6	1	2	-5	4	-4	-13
(12) CCOC(=O)c1c(C)n(Cc2ccccc2)c2ccc(OCC(O)Cn3nc(C)nc3C)cc12 (stereo unspecified)
 : 22	0	-5	0.9	0	.	-8	1	-1	6
(13) O=C(c1cc2c(s1)CCCC2)N1CCC2(CC1)OCCO2
 : 6	-1	-3	1.3	0	8	2	-3	3	-3
(14) CCOC(=O)C(NC(=O)CCl)(Nc1ccc(C(O)(C(=O)OCC)C(F)(F)F)cc1)C(F)(F)F (stereo unspecified)
 : -2	-1	0	-1.0	0	-1	2	-1	1	-7
(15) CN(c1ccccc1)c1ccc([N+](=O)[O-])c2nonc12
 : -14	23	4	2.0	-8	8	13	10	-10	-3
(16) C=CCN1C(=O)NC(=O)/C(=C/c2ccc(OC)c(COc3ccc(NC(C)=O)cc3)c2)C1=O
 : 32	1	-3	0.5	-4	37	-1	-6	6	7
(17) O=C(CCCN1CCC2(CC1)C(=O)NCN2c1ccccc1)c1ccc(F)cc1
 : 3	1	3	-0.5	-2	.	-7	13	-13	-9
(18) CN(C)C(=O)Oc1ccc(OC(=O)N(C)C)cc1
 : 10	-1	-3	-1.7	2	-2	1	3	-3	-12
(19) N[C@@H](Cc1ccccc1)C(=O)N1C[C@H]2C[C@@H](C1)c1cccc(=O)n1C2
 : 28	-1	4	0.1	-3	.	2	21	-21	-5
(20) Fc1ccc(CCNCc2ccccc2Cl)cc1
 : 6	2	-23	0.9	-6	-4	0	3	-3	-11
(21) Cn1c(O)c(C=Nc2ccc3c(c2)CCC3)c(=O)n(C)c1=O
 : -4	3	0	-1.0	3	1	8	19	-19	4
(22) COc1ccc(-n2c(=O)[nH]c3ccccc3c2=O)cc1
 : -2	0	-5	1.7	0	3	-3	-3	3	-8
(23) S=P(N1CCCCCC1)(N1CC1)N1CC1
 : 10	-2	2	1.2	0	0	4	7	-7	-8
(24) O=[N+]([O-])c1ccccc1CCl
 : 33	-1	-5	-0.8	3	.	4	4	-4	-2
(25) C[C@]12CCC(=O)C=C1C=CC1C2CC[C@@]2(C)C1CC[C@@H]2O (stereo partly specified)
 : 7	0	2	-2.9	1	-1	-4	-10	10	-9
(26) COc1cccc(CN2CCCC(C(=O)c3ccccc3SC)C2)c1O (stereo unspecified)
 : 3	-2	6	-0.1	-6	8	-3	2	-2	-14
(27) O=C1CC(c2ccccc2)CN1 (stereo unspecified)
 : 6	1	-3	-0.2	-1	-4	-5	16	-16	-18
(28) CCOCCc1c(O)[nH]c(=S)[nH]c1=O
 : -42	-1	-7	0.4	-7	2	-10	11	-11	-16
(29) COc1ccc(Br)cc1CNCCc1ccc2c(c1)OCO2
 : -10	0	2	-1.4	-5	4	-5	30	-30	-3
(30) Cc1cccc(OP(=O)(NCc2ccccc2)Oc2cccc(C)c2)c1
 : 1	-10	-6	-2.4	2	-1	0	3	-3	-14
(31) O=P(Nc1ccccc1Cl)(c1ccccc1)c1nc2c(s1)CCCC2 (stereo unspecified)
 : 28	-4	-4	0.4	1	.	-3	15	-15	-2
(32) COc1ccc(-n2c(/C=C3\C(=O)Nc4ccccc43)nc3ccccc3c2=O)cc1
 : -10	2	-5	-5.0	-4	0	3	-45	45	-9
(33) O=C(NCCCn1ccnc1)C(Cl)(Cl)Cl
 : -2	-1	7	1.6	1	2	-6	11	-11	2
(34) COc1ccc(-n2c(O)c(/C=C/C=Nc3ccccc3)c(=O)[nH]c2=O)cc1
 : -31	-64	-223	-70	-249	1	9	-7	7	-8
(35) COc1cc(C)c(CN2CC=C(c3ccc(F)cc3)CC2)cc1C
 : 2	-12	3	2.2	2	0	-1	-4	4	-12
(36) CCN1C(=O)C(=C/C=C/c2ccco2)C(=O)N(CC)C1=S
 : 29	6	-6	1.8	-97	47	1	-4	4	-7
(37) Cc1cccc(-n2c(C)nc3ccccc3c2=O)c1C
 : 7	0	8	-1.7	-3	-1	-1	14	-14	2
(38) C=CCn1cc(C=C2C(=O)N(C)C(=O)N(C)C2=O)c2ccccc21
 : -21	1	-8	2.4	-13	-1	-5	-8	8	-19
(39) O=c1c2ccccc2nc(/C=C/c2ccc(O)cc2)n1-c1ccc(O)cc1
 : 37	5	-2	1.1	-1	2	-4	-30	30	-4
(40) O=c1cc(CN2CC=C(c3ccccc3)CC2)c2c(ccc3ccccc32)o1
 : 6	-1	-6	0.4	-1	5	2	-27	27	-7
(41) CC(=O)N1CCCSC1=Nc1ccccc1
 : -13	0	-1	0.0	-4	-7	4	27	-27	-17
(42) CC(C)c1ccc(N=Cc2c(O)n(C3CC3)c(=S)[nH]c2=O)cc1
 : -9	0	-13	2.0	0	16	-3	6	-6	-21
(43) CN(C)c1ccc(NC(=O)CN2C(=O)CN=C(c3ccccc3)c3ccccc32)cc1
 : 6	0	5	0.4	-6	32	-4	-83	83*	5
(44) O=C(Cn1c(=S)[nH]c2ccccc2c1=O)N1CCC2(CC1)OCCO2
 : 4	3	-1	0.4	-4	0	-6	20	-20	0
(45) Cc1cc(OC(=O)c2ccco2)c2c3c(c(=O)oc2c1)CCCC3
 : 20	-4	8	1.1	-1	-1	0	-22	22	-6
(46) COc1nc2ccccc2c(=O)n1-c1ccc(C)cc1
 : -1	0	-2	1.8	-5	-4	2	3	-3	-27
(47) CCP(=S)(CC)c1ccc(N(C)C)cc1
 : 26	-2	0	-1.4	-2	-5	-7	3	-3	6
(48) Cc1ncc([N+](=O)[O-])n1CCOC(N)=O
 : -4	-1	-4	0.7	-3	26	5	12	-12	-4
(49) Cc1cc(/C=C2\C(=O)NC(=O)N(c3cccc(Br)c3)C2=O)c(C)n1C
 : 7	1	-4	2.8	5	1	9	0	0	-11
(50) S=C1Nc2ccccc2Sc2ccccc21
 : 50	-4	-2	-0.9	1	0	-5	-5	5	6
(51) O=C(CCn1nc(-c2ccc(Cl)cc2)ccc1=O)N1CCC2(CC1)OCCO2
 : 2	1	-4	4.0	-6	0	1	1	-1	-10
(52) CCN(CC)C(=O)c1ccc(NC(=O)COc2ccc(-c3nn(C)c(=O)c4ccccc34)cc2)cc1
 : 18	-3	-21	-1.1	-4	2	8	.	.	-8
(53) O=C(c1ccc2c3c(cccc13)CC2)C1CCCN(Cc2ncc[nH]2)C1 (stereo unspecified)
 : 8	1	-7	-2.0	0	2	-7	-4	4	-13
(54) CC12CC[C@H]3[C@@H](CCC4(O)C[C@H](O)CCC34/C=N/NC(=O)Cc3ccccc3)C1(O)CCC2C1=CC(=O)OC1 (stereo partly specified)
 : 23	1	6	-0.4	-3	4	-10	-10&9	10&-9	7&1
(55) O=C(CSC1c2ccccc2-c2ccccc21)N/N=C/c1ccc(C(=O)O)cc1
 : -3	4	-19	0.1	1	1	-3	16	-16	-15
(56) Cc1cc(=O)oc2cc(OCC(=O)N3C[C@H]4C[C@@H](C3)c3cccc(=O)n3C4)ccc12
 : 2	0	-6	0.6	-3	.	-2	-4	4	-14

# Compound profiles (already shown). Values in the order: Arrestin-AP2 inh	DAGLB inh	RTF Ca sens inh	C-LANA FP	Keap1-Nrf2 PPI	NSD2 inh	PKA-R2B act	SR-BI DiI-HDL act	SR-BI DiI inh	PvdQ acylase
# `O=C(Cn1c(=S)[nH]c2ccccc2c1=O)N1CCC2(CC1)OCCO2` as listed: 4	3	-1	0.4	-4	0	-6	20	-20	0
# `CC(C)c1ccc(N=Cc2c(O)n(C3CC3)c(=S)[nH]c2=O)cc1` as listed: -9	0	-13	2.0	0	16	-3	6	-6	-21
# `O=C(CCn1nc(-c2ccc(Cl)cc2)ccc1=O)N1CCC2(CC1)OCCO2` as listed: 2	1	-4	4.0	-6	0	1	1	-1	-10
# `O=C(CSC1c2ccccc2-c2ccccc21)N/N=C/c1ccc(C(=O)O)cc1` as listed: -3	4	-19	0.1	1	1	-3	16	-16	-15
# `Cc1ncc([N+](=O)[O-])n1CCOC(N)=O` as listed: -4	-1	-4	0.7	-3	26	5	12	-12	-4

# Some entries already given, showing only RTF Ca sens inh and SR-BI DiI inh.
cpd | SMILES | RTF Ca sens inh | SR-BI DiI inh
49 | Cc1cc(/C=C2\C(=O)NC(=O)N(c3cccc(Br)c3)C2=O)c(C)n1C | -4 | 0
7 | FC(F)(F)C1=NC(C(F)(F)F)=NP(N2CCOCC2)(N2CCOCC2)=N1 | -2 | 29
32 | COc1ccc(-n2c(/C=C3\C(=O)Nc4ccccc43)nc3ccccc3c2=O)cc1 | -5 | 45
4 | CN1CCC(OC(=O)Cc2ccccc2)CC1 | -11 | -27
34 | COc1ccc(-n2c(O)c(/C=C/C=Nc3ccccc3)c(=O)[nH]c2=O)cc1 | -223 | 7
38 | C=CCn1cc(C=C2C(=O)N(C)C(=O)N(C)C2=O)c2ccccc21 | -8 | 8
26 | COc1cccc(CN2CCCC(C(=O)c3ccccc3SC)C2)c1O (stereo unspecified) | 6 | -2
